CaV13 FRET inh = Disruptors of the CACNA1D IQ motif to Ca2+-dependent inactivation inhibitor domain association, primary screening, Förster resonance energy transfer in intact living …. HEK cells, CFP/YFP FRET ICDI-IQ, plate reader, 10 min; percent FRET-ratio fall versus neutral wells. inhibition, % at 12.3 µM. actives 0.098% (n = 340,000). AID 743397;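 active means mean replicate inhibition of at least 30% and at least 1% of replicates passing that level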;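 further: 0% = median of the neutral control wells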
PDI turbidity = blocks human protein disulfide isomerase activity; P07237; PDI insulin aggregation turbidity, A650, 90 min; inhibition, % at 10 µM; actives 0.052% (n = 350,000);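 active means mean inhibition across replicates of 30% or more, whatever share of single replicates reach that level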;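 further: absorbance from insulin aggregation driven by PDI reduction with DTT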
H9c2 protect = modulators protecting cardiomyocytes from myocardial damage. protection from H2O2 cell death, % at 20 µM. AID 588492. actives 0.63% (n = 360,000). H9c2 cardiomyocytes, H2O2 injury protection, ATPLite, 2 h;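 active means compounds giving at least 50% protection of heart cells from peroxide-induced death in the single-dose screen, raw or plate-pattern-corrected value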;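 further: 0% = DMSO wells with peroxide and 100% = DMSO wells without peroxide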
aDG glyco up = alpha-DG glycosylation activation; actives 0.22% (n = 360,000); Pro5-aDG cells, alpha-DG glycosylation AlphaScreen (IIH6); 0% Pro5, 100% B10-LARGE cell signal; activation, % at 10 µM;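 active means activation of at least 8% versus controls, or a plate z-score of at least 8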;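 further: Pro5 are CHO cells carrying HIG-tagged alpha-DG that lacks glycosylation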
MC4R ag barr = agonists of human melanocortin 4 receptor (MC4R) beta-arrestin. U2OS MC4R beta-arrestin complementation, luminescence; percent of melanotan II response, DMSO zero. AID 540308. actives 0.98% (n = 360,000). activation, % at 8.9 µM;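 active means activation above a per-plate cutoff, the mean activation of sample wells on that plate plus 3 SD, cut at about 8% in these data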
Target sequence (P32245 whole entry, looked up): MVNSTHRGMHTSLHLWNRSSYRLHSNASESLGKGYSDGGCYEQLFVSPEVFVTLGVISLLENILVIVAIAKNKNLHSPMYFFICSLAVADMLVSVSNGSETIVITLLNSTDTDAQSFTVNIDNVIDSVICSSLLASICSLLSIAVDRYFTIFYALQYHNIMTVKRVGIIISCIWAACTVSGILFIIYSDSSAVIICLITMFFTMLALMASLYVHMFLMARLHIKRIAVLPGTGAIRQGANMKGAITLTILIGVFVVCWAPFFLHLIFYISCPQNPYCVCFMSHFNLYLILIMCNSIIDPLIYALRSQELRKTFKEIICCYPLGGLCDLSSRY
Glyco luc inh = blocks N-linked glycosylation in D54 reporter cells. actives 0.23% (n = 360,000). D54 ERlucT glycosylation luciferase reporter, 24 h; percent of 100 nM tunicamycin response. reporter increase, % at 12.5 µM;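 active means mean luciferase reporter signal, scaled so untreated is 0 and the glycosylation-blocking control 100, at or above a set limit in every replicate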;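 further: luciferase carries N-glycosylation sites so blocking glycosylation raises the light; 0% = median of neutral control wells and 100% = median of 100 nM tunicamycin wells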
ABCB6 inh MLPCN = inhibitors of human ABC transporter ABCB6 | Q9NP58 | K562-ABCB6 porphyrin accumulation, flow cytometry, 1 h; hits give low values | fluorescence ratio to DMSO, % at 10 µM | actives 0.19% (n = 360,000) | AID 602162;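 active means fluorescence ratio to DMSO below 75%, the collection mean minus 3 SD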;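 further: signal is porphyrin accumulated inside mitochondria; 100% equals median channel fluorescence of DMSO control wells; lower ratio means ABCB6 inhibition with less porphyrin fluorescence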
MC4R antag cAMP = blocks human MC4R cAMP signaling. inhibition, % at 6.5 µM. MC4R-expressing cells, MTII-stimulated cAMP, LANCE TR-FRET. AID 540295. actives 0.48% (n = 360,000);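 active means inhibition above its plate's cutoff, the mean of tested wells on that plate plus 3 SD, cut at about 29% in these data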;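 further: 0% = Melanotan II alone and 100% = Melanotan II plus saturating MCL0020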
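System: U2OS-MC4R stable cell line; Technique: Eu-cAMP/anti-cAMP TR-FRET, emission 671 nm; Repeats: single well per compound; Also added: Melanotan II; Dosing: one concentration, 6.5 µM nominal; Schedule: 30-min compound, 1-h challenge, 1-h detection, room temperature.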
Vif inh = inhibitors of HIV Vif; AID 602346; inhibition, % at 7.49 µM; HEK293T cells, Vif self-association by quenched fluorescence, imaging, 24 h; actives 0.35% (n = 340,000); in the data active means inhibition above about 50%, passing the limit was not always enough; further: some results filed as inactive read as strong as hits
HTR2A ag = agonists of mouse serotonin 5-HT2A receptor (HTR2A) | CHO-K1 mHTR2A beta-arrestin complementation, luminescence; percent of 30 µM serotonin response | activation, % at 7.6 µM | AID 624169 | actives 0.66% (n = 360,000);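 active means activation above a run cutoff, the mean activation of all tested compounds plus 3 SD, cut at about 14% in these data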;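 further: 0% = plate median of compound wells and 100% = 30 µM serotonin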
Target sequence (P35363 whole entry, looked up): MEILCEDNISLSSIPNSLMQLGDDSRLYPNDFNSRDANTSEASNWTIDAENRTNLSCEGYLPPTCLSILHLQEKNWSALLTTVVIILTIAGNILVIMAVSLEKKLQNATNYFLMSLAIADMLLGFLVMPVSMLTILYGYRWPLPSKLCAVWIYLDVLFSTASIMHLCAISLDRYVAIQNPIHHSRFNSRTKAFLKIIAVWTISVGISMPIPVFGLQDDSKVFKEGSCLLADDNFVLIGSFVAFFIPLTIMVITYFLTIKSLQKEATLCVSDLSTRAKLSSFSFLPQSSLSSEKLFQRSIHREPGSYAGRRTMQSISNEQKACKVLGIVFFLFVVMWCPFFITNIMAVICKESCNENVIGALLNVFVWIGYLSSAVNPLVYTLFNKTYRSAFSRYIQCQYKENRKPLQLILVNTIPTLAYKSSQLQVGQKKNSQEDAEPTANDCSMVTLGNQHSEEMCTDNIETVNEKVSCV
Starred values were filed as active, the others as inactive; / = not tested or not shown. An unsorted share of the library; about 3.6% have a hit in one of these screens.

1. Cc1cccc(C)c1NC(=O)CNC(=O)C(Cc1ccccc1)NC(=O)c1ccccc1 (centres undefined)
2. Cc1cccc(N/C=C(\[N+](=O)[O-])S(=O)(=O)c2ccccc2)c1
3. COc1cccc(CN2CCN(C(=O)[C@H]3O[C@@H](n4cnc5c(N)ncnc54)[C@H](O)[C@@H]3O)CC2=O)c1
4. COc1cc(C)c(NC(=S)Nc2cccc(Cl)c2)cc1OC
5. O=C(CSc1ncn[nH]1)NN(c1ccccc1)c1ccccc1
6. O=[N+]([O-])c1ccc2c(c1)nc1n2CCN(C2CCCCC2)C1
7. CCOc1cccc(C(=O)Nc2cccc(-c3nnc(-c4ccc(C)cc4)o3)c2)c1
8. O=c1cc(CN2CCN(c3ccccn3)CC2)nc2sccn12
Assay by compound,1,2,3,4,5,6,7,8
CaV13 FRET inh,-6,-4,-6,-6,-14,-4,-8,3
PDI turbidity,-3,-1,/,-6,6,11,4,6
H9c2 protect,-1,12,0,-6,1,1,-20,6
aDG glyco up,-0.2,-0.6,-0.1,0.0,0.7,0.4,-0.3,-0.4
MC4R ag barr,0.5,-1.5,/,1.3,-1.5,0.2,0.6,-1.9
Glyco luc inh,0,-1,0,2,-1,-1,99*,-3
ABCB6 inh MLPCN,99,97,95,82,101,98,84,92
MC4R antag cAMP,16,7,/,9,-1,9,4,5
Vif inh,-10,-1,-3,21,-1,-2,/,3
HTR2A ag,11,-1,5,0,-1,2,2,8

9. CCc1cc(=O)oc2cc(OCC=C(C)C)ccc12
10. COc1cccc(Nc2nc(C)cc(C)c2C(N)=O)c1
11. O=C(c1cccn(Cc2ccc(C(F)(F)F)cc2)c1=O)N1CCOCC1
12. COc1ccc(-c2nn(-c3ccccc3)cc2C(N)=O)cc1OC
13. CCc1cc2c(-c3ccccc3)cc(=O)oc2cc1OCC(C)=O
14. CC(C)C(=O)NC(C)C(c1cccs1)N1CCN(c2ccccc2)CC1 (centres undefined)
15. Nc1nnc(CCOc2ccccc2Cl)s1
16. COc1ccc(N2CCN(C(=O)COC(=O)COc3ccc(C#N)cc3)CC2)cc1
Assay by compound,9,10,11,12,13,14,15,16
CaV13 FRET inh,-4,0,-6,-5,-19,-10,-4,-7
PDI turbidity,-5,6,-6,13,-1,-3,-13,-5
H9c2 protect,-4,0,2,-2,4,-3,-2,3
aDG glyco up,0.0,-0.1,-0.2,0.0,-0.2,0.3,0.1,0.0
MC4R ag barr,-0.7,-1.4,-3.3,-0.2,3.3,3.3,-0.6,-2.5
Glyco luc inh,-3,0,3,3,-1,-2,2,-1
ABCB6 inh MLPCN,94,97,95,97,101,101,96,98
MC4R antag cAMP,6,4,0,0,21,-5,5,17
Vif inh,2,-3,-9,4,1,0,-11,-10
HTR2A ag,7,1,-1,0,1,9,-4,-2

17. COc1cc(OC)c(C(=O)O/N=C(\N)c2cccc(C)c2)cc1OC
18. Cc1ccccc1-c1nnn(CC(=O)NCc2ccc3c(c2)OCO3)n1
19. CNC(=O)CN(CCc1ccccc1)S(=O)(=O)c1ccc(OC)cc1
20. O=C(O)C1C2C=CC3(O2)C1C(=O)N1c2ccccc2COC13 (centres undefined)
21. Cc1nn(-c2ccccc2)c(C)c1/C=N/NC(=O)c1cnccn1
22. Cc1cc2nc(-c3ccc(=O)[nH]c3)n(Cc3ccccc3)c2cc1C
23. O=C(CCc1n[nH]c(=O)[nH]c1=O)N1CCCCC1
24. COc1ccc(NC(=O)CN2CCN(CC(=O)Nc3ccc(F)cc3F)CC2)cc1
Assay by compound,17,18,19,20,21,22,23,24
CaV13 FRET inh,-18,/,-21,-5,-3,-4,-7,-5
PDI turbidity,4,-2,2,-1,-1,-5,-16,-1
H9c2 protect,-4,4,-3,0,10,-8,1,-7
aDG glyco up,0.2,0.6,0.0,-0.1,-0.1,0.0,-0.2,0.4
MC4R ag barr,-2.1,0.4,-0.4,3.6,-1.4,-1.8,-1.6,0.1
Glyco luc inh,4,1,-1,2,-1,9,1,1
ABCB6 inh MLPCN,97,99,97,94,104,98,100,98
MC4R antag cAMP,-1,1,8,11,-7,19,-2,-1
Vif inh,-1,-6,-2,10,-8,-4,1,6
HTR2A ag,-4,-1,4,9,-1,-5,16*,8

Copied from the list.
cpd 24 | MC4R ag barr: 0.1
cpd 22 | HTR2A ag: -5
cpd 19 | ABCB6 inh MLPCN: 97
cpd 20 | Vif inh: 10

Continuation.
25. CSCCC(NC(=O)c1ccc(Cl)cc1)C(=O)OCC(=O)Nc1cc(Cl)ccc1C#N (centres undefined)
26. COCCNC(=O)c1onc(CSc2cccc(Cl)c2)c1C(=O)O
27. COc1ccc(Sc2nc(-c3ccccc3)ncc2C(=O)O)cc1
28. COc1ccccc1C(=O)n1nc(-c2ccccc2)nc1NCc1ccco1
29. Cc1c(C(=O)N2CCCCCC2)oc2ccccc12
30. Cc1c(NC(=O)C23CC4CC(CC(C4)C2)C3)c(=O)n(-c2ccccc2)n1C
31. O=C(c1ccc2ccccc2c1)N1CCc2ccccc21
32. CCCCCOC(=O)C(C)c1c(C)[nH]c(=S)[nH]c1=O (centres undefined)
Assay by compound,25,26,27,28,29,30,31,32
CaV13 FRET inh,-4,-13,0,-3,-9,-7,-5,/
PDI turbidity,0,-22,2,2,-4,0,2,-5
H9c2 protect,-5,0,-6,-6,-2,-1,-4,10
aDG glyco up,-0.1,0.1,0.5,1.2,0.1,-0.1,0.1,-0.5
MC4R ag barr,2.7,-1.3,0.2,0.6,-2.1,-2.7,0.2,-2.3
Glyco luc inh,-1,2,1,0,-2,0,0,2
ABCB6 inh MLPCN,102,93,106,102,92,75,97,94
MC4R antag cAMP,32*,-3,26,15,6,8,-4,3
Vif inh,-6,2,-3,/,3,-7,-7,2
HTR2A ag,-1,5,-1,-2,-4,-6,1,-2

33. COC(=O)NNC(=O)Cc1cccc2ccccc12
34. CC(C)(C)NCC(O)COc1ccccc1C(=O)CCc1ccccc1 (centres undefined)
35. COC(=O)N(C)C[C@@H]1OCc2ccccc2-c2c(n(C)c3ccccc23)C(=O)N([C@H](C)CO)C[C@@H]1C
36. CC(=O)Nc1ccc(S(=O)(=O)N(C)CC(=O)OCC(=O)Nc2cc(C)on2)cc1
37. CSc1nc(C)cc(Oc2ccc(=O)[nH]n2)n1
38. CC(C)(C)c1ccc(OCC(=O)Nc2ccc(-c3nc4cccnc4o3)cc2)cc1
39. CCN1CCN(c2ccc([N+](=O)[O-])cc2S(=O)(=O)N2CCOCC2)CC1
40. CSc1ccc(S(=O)(=O)Nc2c(C)n(C)n(-c3ccccc3)c2=O)cc1
Assay by compound,33,34,35,36,37,38,39,40
CaV13 FRET inh,-3,-6,-8,-5,7,/,-3,-5
PDI turbidity,15,-2,6,0,8,-2,9,-6
H9c2 protect,3,-10,10,0,0,3,-5,-1
aDG glyco up,-0.1,2.5*,0.9,1.1,-0.4,-0.1,-0.9,0.0
MC4R ag barr,-1.8,2.9,2.3,-2.9,-2.6,0.5,-2.4,-0.2
Glyco luc inh,1,-4,2,1,2,0,1,0
ABCB6 inh MLPCN,101,91,97,101,105,98,96,95
MC4R antag cAMP,8,3,3,-3,-3,13,20,3
Vif inh,-9,12,2,-2,16,-5,1,-3
HTR2A ag,0,-8,6,-1,3,7,-1,2

An excerpt from above in order of SMILES length, highest first:
39. CCN1CCN(c2ccc([N+](=O)[O-])cc2S(=O)(=O)N2CCOCC2)CC1
34. CC(C)(C)NCC(O)COc1ccccc1C(=O)CCc1ccccc1 (centres undefined)
37. CSc1nc(C)cc(Oc2ccc(=O)[nH]n2)n1
Assay by compound,39,34,37
CaV13 FRET inh,-3,-6,7
PDI turbidity,9,-2,8
H9c2 protect,-5,-10,0
aDG glyco up,-0.9,2.5*,-0.4
MC4R ag barr,-2.4,2.9,-2.6
Glyco luc inh,1,-4,2
ABCB6 inh MLPCN,96,91,105
MC4R antag cAMP,20,3,-3
Vif inh,1,12,16
HTR2A ag,-1,-8,3

Following part:
41. CCN(CCCNC(=O)CN1C(=O)COc2ccc(S(=O)(=O)N3CCC(C)CC3)cc21)Cc1ccccc1
42. COc1cccc(OC)c1C(=O)OCC(=O)N(C)c1ccccc1
43. CCc1ccc(-n2c(C)nc3cc(C(=O)NCc4cccnc4)ccc32)cc1
44. CC(C)n1cc(CN2CCCC(C(=O)Nc3ccccc3Oc3cccnc3)C2)cn1 (centres undefined)
45. CCC(C)NC(=O)C1c2ccccc2C(=O)N1Cc1cc(OC)ccc1OC (centres undefined)
46. CC1CCCCN1C(=O)COC(=O)c1cc([N+](=O)[O-])ccc1N (centres undefined)
47. O=C(O)c1ccccc1-c1ccccc1C(=O)Nc1nc2ccccc2s1
48. S=c1[nH]nc(CN2CCCCC2)n1-c1ccc(Cl)cc1
49. O=C(Nc1ccc(N2CCCC2)cc1)c1cccc(-c2cc3ccccc3oc2=O)c1
50. CCC(CC)C(=O)N1c2ccc(F)cc2CCC1C (centres undefined)
Assay by compound,41,42,43,44,45,46,47,48,49,50
CaV13 FRET inh,-15,-4,2,-6,-4,-7,-5,-7,-3,-5
PDI turbidity,5,-9,-1,-11,4,10,1,-3,-6,7
H9c2 protect,-3,-2,2,4,3,-1,1,8,-6,-8
aDG glyco up,0.0,-0.1,0.1,-0.1,-0.2,0.2,-0.1,0.1,0.1,0.4
MC4R ag barr,-0.1,-0.7,3.1,-0.9,0.2,-1.3,1.7,0.1,-0.1,-0.5
Glyco luc inh,0,-1,-1,-1,0,0,-1,2,-4,0
ABCB6 inh MLPCN,93,99,100,98,100,102,96,103,110,97
MC4R antag cAMP,-2,16,2,-2,4,23,16,12,-10,-2
Vif inh,5,9,-12,5,6,-2,/,-1,-6,3
HTR2A ag,0,-8,-8,2,-3,-2,-4,2,-1,-3
